V1aR counter – counter-screen for oxytocin receptor agonists: human V1a receptor agonists; CHO-V1R cells, Fluo-8 calcium fluorescence, agonist mode; 0% DMSO, 100% 3 nM vasopressin; activation, % at 3 µM; 320,000 tested, 0.25% active; AID 2797;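 active means activation above the mean activation of all tested compounds plus 3 SD, per screening run, cut at about 20% in these data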;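 further: signal is peak over basal fluorescence ratio across a 100 second FLIPR read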
Target sequence (P37288 whole entry, looked up): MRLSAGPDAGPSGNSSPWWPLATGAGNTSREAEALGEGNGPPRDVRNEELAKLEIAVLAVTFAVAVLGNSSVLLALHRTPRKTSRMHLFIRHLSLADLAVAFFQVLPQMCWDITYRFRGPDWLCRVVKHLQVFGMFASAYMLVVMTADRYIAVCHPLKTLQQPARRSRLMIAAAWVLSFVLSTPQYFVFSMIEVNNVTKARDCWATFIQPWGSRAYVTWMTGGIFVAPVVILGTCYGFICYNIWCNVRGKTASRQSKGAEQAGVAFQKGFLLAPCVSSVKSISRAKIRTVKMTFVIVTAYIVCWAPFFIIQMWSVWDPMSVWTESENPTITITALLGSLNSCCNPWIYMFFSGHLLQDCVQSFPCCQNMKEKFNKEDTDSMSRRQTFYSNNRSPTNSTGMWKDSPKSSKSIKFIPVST
GalR3 antagonist – human GalR3 antagonism. O60755. HEK293 GalR3-CNG cAMP membrane potential fluorescence; galR3 body fused to GalR1 C-terminus. inhibition, % at 3 µM. 360,000 tested, 0.44% active. AID 651719;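 active means inhibition above the screen-wide average plus 3 SD, cut at about 13% in these data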;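 further: forskolin and galanin both at EC90 stimulate the cells; cAMP rise reported by CNG channel membrane potential dye signal; 0% = forskolin plus galanin with DMSO and 100% = forskolin alone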
Target sequence (O60755 1-299 limits assumed): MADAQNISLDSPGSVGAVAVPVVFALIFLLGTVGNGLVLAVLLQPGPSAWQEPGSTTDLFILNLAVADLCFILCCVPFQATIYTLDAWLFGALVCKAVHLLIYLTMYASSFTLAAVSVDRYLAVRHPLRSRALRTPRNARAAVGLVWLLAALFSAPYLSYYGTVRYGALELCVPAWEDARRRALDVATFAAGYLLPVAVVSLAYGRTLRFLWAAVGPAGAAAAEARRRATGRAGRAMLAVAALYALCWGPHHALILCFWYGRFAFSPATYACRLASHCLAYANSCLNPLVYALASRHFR
OXTR agonist – human OXTR agonism; activation, % at 3 µM; CHO-OTR cells, Fluo-8 calcium fluorescence; normalized: DMSO 0%, oxytocin 100%; 320,000 tested, 0.32% active; P30559; AID 2435;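 active means activation above the mean of all tested compounds plus 3 SD, cutoff set per screening run, cut at about 20% in these data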;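 further: peak over basal fluorescence ratio from a 100 s FLIPR kinetic read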
Target sequence (P30559 whole entry, looked up): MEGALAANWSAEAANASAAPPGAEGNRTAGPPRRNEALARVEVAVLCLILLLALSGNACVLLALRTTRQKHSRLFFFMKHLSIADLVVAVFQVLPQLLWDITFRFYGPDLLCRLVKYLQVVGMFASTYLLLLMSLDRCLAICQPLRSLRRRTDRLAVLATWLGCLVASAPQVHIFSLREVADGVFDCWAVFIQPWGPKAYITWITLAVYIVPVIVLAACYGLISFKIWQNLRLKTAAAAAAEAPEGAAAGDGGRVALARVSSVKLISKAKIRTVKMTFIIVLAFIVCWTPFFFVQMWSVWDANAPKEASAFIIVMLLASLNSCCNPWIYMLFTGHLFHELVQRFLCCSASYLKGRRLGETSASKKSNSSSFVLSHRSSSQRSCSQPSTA
Active calls of the source: *. This is a subset; count on the stated rates, not on these rows.

How did Cc1ccc(C2=NN(C(=O)CSc3nnnn3C)C(c3ccco3)C2)cc1 (stereo not drawn) do in these assays?
V1aR counter: 0.5; GalR3 antagonist: -4; OXTR agonist: -2.1

Results for O=C(COC(=O)c1ccc(O)cc1O)N=c1sccn1Cc1ccccc1Cl ?
V1aR counter: 5.2; GalR3 antagonist: -3; OXTR agonist: 7.4

What do the screens show for `C=CCOc1ccc(/C=C/C(=O)OCC(=O)N(C)CC(=O)Nc2ccc(F)cc2)cc1`?
V1aR counter: 2.8; GalR3 antagonist: -1; OXTR agonist: 0.7

What do the screens show for `O=C(COC(=O)/C=C/c1ccccc1)NC1CC1`?
V1aR counter: 0.7; GalR3 antagonist: -8; OXTR agonist: 0.8

How did CC(C)[C@H](NC(=O)c1ccccc1)C(=O)Nc1ccc2c(c1)OCO2 do in these assays?
V1aR counter: 0.3; GalR3 antagonist: 4; OXTR agonist: -1.6

What do the screens show for `CCOc1ccc(/C=C(\C#N)C(=O)NC2CC2)c(OCC)c1`?
V1aR counter: -1.4; GalR3 antagonist: -3; OXTR agonist: -3.1

Results for CC(OC(=O)CCC(=O)c1ccccc1)C(=O)Nc1ccc(F)cc1 (stereo not drawn) ?
V1aR counter: -0.6; GalR3 antagonist: -4; OXTR agonist: -1.5

What do the screens show for `CCc1ccccc1NC(=O)CN1CCN(C(=O)CCC(=O)N2CCC(c3ccccc3)=N2)CC1`?
V1aR counter: 2.0; GalR3 antagonist: 4; OXTR agonist: 1.1

What do the screens show for `CCC1CCc2sc(C(=O)NCC(c3ccc(OC)cc3)N3CCCC3)cc2C1` (stereo not drawn)?
V1aR counter: -0.5; GalR3 antagonist: -6; OXTR agonist: -0.5

Results for COc1cccc(NC(=O)NCc2ccccc2Cl)c1 ?
V1aR counter: -0.8; GalR3 antagonist: -4; OXTR agonist: -2.0

How did COc1cccc2sc(N3CCN(C(=O)C4COc5ccccc5O4)CC3)nc12 (stereo not drawn) do in these assays?
V1aR counter: 2.0; GalR3 antagonist: -7; OXTR agonist: -0.2

How did O=C(COC(=O)c1cccc(Cl)c1)NCc1ccccc1 do in these assays?
V1aR counter: 1.3; GalR3 antagonist: 0; OXTR agonist: -0.3

What do the screens show for `COc1ccc(OC)c(N(CC(=O)Nc2ccccc2F)S(=O)(=O)c2ccccc2)c1`?
V1aR counter: 2.5; GalR3 antagonist: 0; OXTR agonist: -3.2

What do the screens show for `CC(NC(=O)COC(=O)Cc1ccc(Cl)cc1)c1ccccc1` (stereo not drawn)?
V1aR counter: 0.1; GalR3 antagonist: -7; OXTR agonist: -0.9

What do the screens show for `CCCc1cc(C(=O)OCC(=O)N2CCN(c3ccc(OC)cc3)CC2)sc1C`?
V1aR counter: 2.4; GalR3 antagonist: -5; OXTR agonist: 0.0

How did O=C(CCN1C(=O)C2CCCCC2C1=O)Nc1nc2ccc(F)cc2s1 (stereo not drawn) do in these assays?
V1aR counter: 3.8; GalR3 antagonist: -3; OXTR agonist: 2.5

Results for C=CCOc1ccc(C=NNc2ccc(S(=O)(=O)Nc3ccccc3C(=O)O)cc2[N+](=O)[O-])cc1OC ?
V1aR counter: 0.3; GalR3 antagonist: -6; OXTR agonist: 0.4

What do the screens show for `COc1cc(C)nc(N2CCC(C(=O)NCC3CCCO3)CC2)n1` (stereo not drawn)?
V1aR counter: 0.0; GalR3 antagonist: -2; OXTR agonist: 0.0

Results for Cc1noc(C)c1CSCC(=O)NCCN1C(=O)S/C(=C\c2ccccc2F)C1=O ?
V1aR counter: 6.8; GalR3 antagonist: -2; OXTR agonist: 3.8

Results for O=C(Nc1ccncc1)c1cccc(S(=O)(=O)N2CCN(c3ccc(F)cc3)CC2)c1 ?
V1aR counter: 11; GalR3 antagonist: 1; OXTR agonist: 9.1

How did COCCN(Cc1ccccc1)C(=O)c1cccc(S(=O)(=O)N2CCCc3ccccc32)c1 do in these assays?
V1aR counter: 1.1; GalR3 antagonist: -5; OXTR agonist: -0.9

What do the screens show for `Cc1ccc(C)c(S(=O)(=O)N2CCCCC2CCNC(=O)C(=O)NCc2ccccc2)c1` (stereo not drawn)?
V1aR counter: -1.2; GalR3 antagonist: -3; OXTR agonist: -1.7

What do the screens show for `O=C(COC(=O)c1cc(S(=O)(=O)Nc2ccccc2Cl)ccc1O)Nc1ccc(F)c(F)c1F`?
V1aR counter: 9.0; GalR3 antagonist: -4; OXTR agonist: 9.3

Results for COc1ccc(-c2sc(Nc3ccccc3)n[n+]2-c2ccccc2)cc1Br ?
V1aR counter: 0.0; GalR3 antagonist: 0; OXTR agonist: -1.0

What do the screens show for `Cn1cccc1C(=O)OCC(=O)NCc1cccs1`?
V1aR counter: -0.2; GalR3 antagonist: 1; OXTR agonist: -0.8

Results for CC1(c2ccc3c(c2)OCCO3)NC(=O)N(CC(=O)Nc2c(F)cccc2F)C1=O (stereo not drawn) ?
V1aR counter: 1.9; GalR3 antagonist: -1; OXTR agonist: 1.2

What do the screens show for `O=C(CN1c2cccc3cccc(c23)S1(=O)=O)NCc1ccc(F)cc1`?
V1aR counter: 0.3; GalR3 antagonist: -2; OXTR agonist: 0.0

What do the screens show for `Cc1ccc(C(=O)OCC(=O)NC(C)c2ccccc2)cc1C` (stereo not drawn)?
V1aR counter: 0.2; GalR3 antagonist: -4; OXTR agonist: -1.4

How did CCCCN(C(=O)CSc1c(C)c(C)cc(C)c1C)c1c(N)n(CCC)c(=O)[nH]c1=O do in these assays?
V1aR counter: -0.4; GalR3 antagonist: -6; OXTR agonist: 0.7

How did C(=C(c1ccccc1)c1ccccc1)c1ccccn1 do in these assays?
V1aR counter: -0.8; GalR3 antagonist: -6; OXTR agonist: -2.4

What do the screens show for `CC1CCCN(C(=O)CSc2n[nH]c(-c3cccs3)n2)C1` (stereo not drawn)?
V1aR counter: -0.2; GalR3 antagonist: -6; OXTR agonist: -1.0

How did CCCCn1c(N)c(N(CC(C)C)C(=O)c2ccc(C)c(S(=O)(=O)N3CCCCC3)c2)c(=O)[nH]c1=O do in these assays?
V1aR counter: 0.3; GalR3 antagonist: -4; OXTR agonist: -0.6

Results for CC(C)(C)[C@H]1CCC(=O)N([C@H](CSc2ccc(Br)cc2)Cc2ccccc2)CC1 ?
V1aR counter: -0.7; GalR3 antagonist: -7; OXTR agonist: 0.3

Results for COc1cccc(NC(=O)COC(=O)C2CCCCC2)c1 ?
V1aR counter: -0.4; GalR3 antagonist: 4; OXTR agonist: 0.0

Results for CN(C(=O)c1cccc(NC(=O)Cc2cccc([N+](=O)[O-])c2)c1)C1CCCC1 ?
V1aR counter: 6.0; GalR3 antagonist: -8; OXTR agonist: 5.2

Results for CCCn1c(N)c(N(CCOC)C(=O)C(C)Oc2ccc(F)cc2)c(=O)[nH]c1=O (stereo not drawn) ?
V1aR counter: 1.0; GalR3 antagonist: -4; OXTR agonist: 0.0

Results for N#Cc1ccc(OCC(=O)N2CCN(C(=O)c3ccco3)CC2)cc1 ?
V1aR counter: 0.3; GalR3 antagonist: -6; OXTR agonist: 0.5

Results for O=C1NC(Cc2ccccc2)c2nc3cc(Cl)ccc3c(=O)n2-c2cc(Cl)ccc21 (stereo not drawn) ?
V1aR counter: 2.8; GalR3 antagonist: -2; OXTR agonist: 3.6

What do the screens show for `CC1=C(C)CC2C(C1)C(=O)c1ccc(Br)cc1S2(=O)=O` (stereo not drawn)?
V1aR counter: -1.6; GalR3 antagonist: -7; OXTR agonist: -2.0

Results for COc1cc(C(=O)OCC(=O)N2CCN(C(C)=O)CC2)ccc1OCC(C)C ?
V1aR counter: 0.0; GalR3 antagonist: -3; OXTR agonist: 0.7

How did CCN(CC(=O)NCc1cccs1)C(=O)c1ccc(-c2ccccc2F)o1 do in these assays?
V1aR counter: 5.1; GalR3 antagonist: -5; OXTR agonist: -1.0

What do the screens show for `Cc1ccc(NC(=O)COC(=O)CCC2CCCC2)cc1S(=O)(=O)N1CCOCC1`?
V1aR counter: 5.7; GalR3 antagonist: -3; OXTR agonist: 2.9

Results for Cc1csc2nc(O)c(C(=O)NCCC3=CCCCC3)c(=O)n12 ?
V1aR counter: -0.8; GalR3 antagonist: -5; OXTR agonist: -0.8

What do the screens show for `CC1(c2ccccc2Cl)NC(=O)N(CC(=O)N2CCN(S(=O)(=O)c3ccccc3)CC2)C1=O` (stereo not drawn)?
V1aR counter: 0.1; GalR3 antagonist: -3; OXTR agonist: 0.3

What do the screens show for `Cc1ccc(S(=O)(=O)N2CCOCC2)cc1C(=O)NCc1ccccc1CN1CCCC1`?
V1aR counter: -0.1; GalR3 antagonist: 2; OXTR agonist: -0.6

What do the screens show for `Cc1cc(OCC(=O)OCC(=O)N2CC(C)CC(C)C2)ccc1Cl` (stereo not drawn)?
V1aR counter: 3.7; GalR3 antagonist: -7; OXTR agonist: 2.0

Results for CCC(C(=O)NC1C(=O)N2C(C(=O)O)=C(CSc3nnc(C)s3)CSC12)c1ccccc1 (stereo not drawn) ?
V1aR counter: -0.2; GalR3 antagonist: 3; OXTR agonist: 0.7

Results for Cc1ccc(C)c(OCCC(=O)OCC(=O)N2CCN(S(=O)(=O)c3ccc(Cl)cc3)CC2)c1 ?
V1aR counter: 5.3; GalR3 antagonist: -1; OXTR agonist: 4.9

At a glance, part of the list above:
What do the screens show for `Cc1cc(OCC(=O)OCC(=O)N2CC(C)CC(C)C2)ccc1Cl` (stereo not drawn)?
V1aR counter: 3.7; GalR3 antagonist: -7; OXTR agonist: 2.0

Results for CCC(C(=O)NC1C(=O)N2C(C(=O)O)=C(CSc3nnc(C)s3)CSC12)c1ccccc1 (stereo not drawn) ?
V1aR counter: -0.2; GalR3 antagonist: 3; OXTR agonist: 0.7

Results for Cc1ccc(C)c(OCCC(=O)OCC(=O)N2CCN(S(=O)(=O)c3ccc(Cl)cc3)CC2)c1 ?
V1aR counter: 5.3; GalR3 antagonist: -1; OXTR agonist: 4.9

New compounds follow
What do the screens show for `COc1ccc(CCNC(=O)C(=O)NCCC2CCCCN2S(=O)(=O)c2ccccc2)cc1` (stereo not drawn)?
V1aR counter: 0.0; GalR3 antagonist: -4; OXTR agonist: -0.2

Results for CCOC(=O)[C@H]1[C@H]2COc3ccc(Cl)cc3[C@@H]2N2C(=O)c3cc(Cl)ccc3NC(=O)[C@@]12C ?
V1aR counter: 1.0; GalR3 antagonist: -7; OXTR agonist: -0.9

How did Cc1ccc(NC(=O)c2ccc(S(=O)(=O)N3CCCC3)cc2)nc1 do in these assays?
V1aR counter: 0.1; GalR3 antagonist: -3; OXTR agonist: -0.2

What do the screens show for `Cc1csc(=O)n1CC(=O)Nc1nc2ccccc2s1`?
V1aR counter: 0.3; GalR3 antagonist: -5; OXTR agonist: 1.1

How did O=c1cc(-c2ccccc2)oc2cc(O)c(O)c(O)c12 do in these assays?
V1aR counter: -0.6; GalR3 antagonist: -1; OXTR agonist: -1.0

How did CSc1ccc(S(=O)(=O)NCC(=O)OC(C)C(=O)NCc2ccccc2)cc1[N+](=O)[O-] (stereo not drawn) do in these assays?
V1aR counter: 0.3; GalR3 antagonist: -7; OXTR agonist: 1.3

What do the screens show for `CCCCn1c(N)c(N(CC(C)C)C(=O)Cn2c(=O)cnc3ccccc32)c(=O)[nH]c1=O`?
V1aR counter: 0.1; GalR3 antagonist: -4; OXTR agonist: 1.0

Results for CN(C(=O)COC(=O)c1ccccc1SCC(=O)N1CCCC1)C1(C#N)CCCCC1 ?
V1aR counter: 0.7; GalR3 antagonist: 0; OXTR agonist: -0.8

What do the screens show for `COc1ccc(S(=O)(=O)N2CCOC23CCN(S(=O)(=O)c2ccc([N+](=O)[O-])cc2)CC3)cc1`?
V1aR counter: 2.1; GalR3 antagonist: -2; OXTR agonist: 0.3

Results for O=C(CSc1nncs1)NNC(=O)c1ccco1 ?
V1aR counter: 2.3; GalR3 antagonist: -4; OXTR agonist: 0.2

What do the screens show for `COc1ccc(-c2c(C#Cc3ccsc3)c3cc(-c4ccc5c(c4)OCO5)ccc3n2C)cc1`?
V1aR counter: 0.2; GalR3 antagonist: 2; OXTR agonist: 1.0

How did CC(=O)Nc1ccc(S(=O)(=O)N(C)CC(=O)OC(C)C(=O)NC2CCCCC2)cc1 (stereo not drawn) do in these assays?
V1aR counter: 0.0; GalR3 antagonist: -4; OXTR agonist: -0.8

What do the screens show for `CCc1nnc(NC(=O)c2ccc(OC)c(S(=O)(=O)N3CCCC3)c2)s1`?
V1aR counter: 0.3; GalR3 antagonist: -5; OXTR agonist: 0.5

Results for CC(C)N(Cc1ccccc1)C(=O)COC(=O)c1cc(S(=O)(=O)N(C)C)ccc1N1CCCC1 ?
V1aR counter: 0.1; GalR3 antagonist: -5; OXTR agonist: 0.1

How did O=C(Nc1ccc(S(=O)(=O)N2CCOCC2)cc1)c1ccc([N+](=O)[O-])s1 do in these assays?
V1aR counter: -0.2; GalR3 antagonist: -2; OXTR agonist: 1.3

What do the screens show for `CCOc1ccc(NC(=O)CN(C)C(=O)/C=C/c2ccc(S(=O)(=O)N3CCCCCC3)cc2)cc1OCC`?
V1aR counter: -1.6; GalR3 antagonist: -4; OXTR agonist: -0.9

Results for Cc1ccc(C(=O)NCC(=O)OCC(=O)Nc2ccc3[nH]c(=O)[nH]c3c2)cc1 ?
V1aR counter: -1.0; GalR3 antagonist: 0; OXTR agonist: 0.3

Results for CCCCn1c(N)c(N(CC(C)C)C(=O)CSc2nnc(C)n2-c2ccc(OC)cc2)c(=O)[nH]c1=O ?
V1aR counter: 0.0; GalR3 antagonist: 4; OXTR agonist: -1.2

How did Cc1ccccc1-n1c(SCC(=O)N2CCN(c3ccccn3)CC2)nnc1N1CCOCC1 do in these assays?
V1aR counter: 0.0; GalR3 antagonist: -2; OXTR agonist: -0.4
